# Screens (PubChem)
# PAFAH1B2 FP inh – PAFAH1B2 enzyme inhibitors, primary screen, biochemical, fluorescence polarization, human; recombinant PAFAH1B2, FP-rhodamine activity probe; inhibition, % at 3.39 µM; 340,000 tested, 1.2% active;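 active means inhibition above the mean of all tested compounds plus 3 SD, cut at about 24% in these data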;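 further: 0% = enzyme with DMSO and 100% = wells lacking PAFAH1B2; many of its hits are not listed in these tables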
# LYPLA1 counter – LYPLA1 inhibitors, primary screen, counter-screen for PME1 inhibitor project, biochemical, fluorescence polarization, FP-Rh probe ABPP; 320,000 tested, 0.16% active; AID 2174, 2009; recombinant LYPLA1; Acyl-protein thioesterase 1 (Homo sapiens), O75608; inhibition, % at 5.9 µM;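 active means inhibition above the mean of all tested compounds plus 3 SD, set per campaign, cut at about 14% in these data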;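 further: inhibitors block serine hydrolase probe labeling of LYPLA1 so polarization falls; 0% = enzyme with DMSO and 100% = wells lacking LYPLA1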
# PREPL inh – PREPL enzyme inhibitors, primary screen, biochemical, fluorescence polarization; 320,000 tested, 0.68% active; Prolyl endopeptidase-like (Homo sapiens), Q4J6C6; inhibition, % at 5.96 µM; recombinant PREPL, fluorescence polarization activity-based probe; in the data active means inhibition above about 43%;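 further: 0% = enzyme with DMSO and 100% = wells lacking enzyme; many of its hits are not listed in these tables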
# PAFAH2 FP inh – PAFAH2 enzyme inhibitors, primary screen, biochemical, fluorescence polarization, human; recombinant PAFAH2, FP-rhodamine activity probe; inhibition, % at 3.39 µM; 340,000 tested, 0.99% active; AID 492956, 2010;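 active means inhibition above the mean over all tested compounds plus 3 SD, cut at about 30% in these data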;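 further: inhibitors block probe labeling of enzyme so polarization drops; 0% = enzyme with DMSO and 100% = wells lacking PAFAH2 protein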
# pPAFAH FP inh – pPAFAH enzyme inhibitors, primary screen, biochemical, fluorescence polarization, human | recombinant pPAFAH, FP-rhodamine probe fluorescence polarization | 330,000 tested, 1.5% active | inhibition, % at 3.39 µM | Platelet-activating factor acetylhydrolase (Homo sapiens), Q13093;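 active means inhibition above the mean inhibition across the screen plus 3 SD, cut at about 25% in these data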;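 further: inhibitors block binding of the rhodamine activity-based probe so polarization drops; 0% = enzyme with DMSO and 100% = wells lacking pPAFAH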
# Target sequence (Q13093 whole entry, looked up): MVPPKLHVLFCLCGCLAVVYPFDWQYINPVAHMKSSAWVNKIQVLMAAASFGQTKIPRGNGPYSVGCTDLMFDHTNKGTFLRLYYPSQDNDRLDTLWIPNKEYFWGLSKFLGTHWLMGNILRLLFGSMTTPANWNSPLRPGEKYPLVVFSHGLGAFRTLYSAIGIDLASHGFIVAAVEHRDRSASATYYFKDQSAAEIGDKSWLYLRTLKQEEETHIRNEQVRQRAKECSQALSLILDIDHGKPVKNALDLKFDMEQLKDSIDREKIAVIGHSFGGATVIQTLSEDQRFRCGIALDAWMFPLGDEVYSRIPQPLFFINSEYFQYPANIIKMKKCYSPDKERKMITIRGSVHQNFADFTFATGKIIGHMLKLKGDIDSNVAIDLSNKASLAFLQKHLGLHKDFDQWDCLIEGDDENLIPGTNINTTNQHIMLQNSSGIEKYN
# LYPLA2 counter – LYPLA2 inhibitors, primary screen, counter-screen for PME1 inhibitor project, biochemical, fluorescence polarization, FP-Rh probe ABPP; Acyl-protein thioesterase 2 (Homo sapiens), O95372; recombinant LYPLA2; inhibition, % at 5.9 µM; 320,000 tested, 0.38% active; AID 2177, 2009;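 active means inhibition above the screen-wide mean plus 3 SD, limit set per campaign, cut at about 26% in these data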;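 further: 0% = LYPLA2 with DMSO and 100% = wells lacking LYPLA2 enzyme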
# Target sequence (O95372 whole entry, looked up): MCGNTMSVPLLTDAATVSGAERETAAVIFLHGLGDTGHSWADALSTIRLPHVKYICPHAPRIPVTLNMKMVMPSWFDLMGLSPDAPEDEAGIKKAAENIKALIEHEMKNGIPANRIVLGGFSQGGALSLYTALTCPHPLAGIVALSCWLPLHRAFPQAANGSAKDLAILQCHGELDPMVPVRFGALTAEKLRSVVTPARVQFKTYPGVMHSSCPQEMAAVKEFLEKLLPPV
# PAFAH1B3 inh – PAFAH1B3 enzyme inhibitors, primary screen, biochemical, fluorescence polarization, human. Platelet-activating factor acetylhydrolase IB subunit alpha1 (Homo sapiens), Q15102. recombinant PAFAH1B3, FP-rhodamine probe. inhibition, % at 3.39 µM. 340,000 tested, 0.28% active;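 active means inhibition above the screen-wide average of all tested compounds plus 3 SD, cut at about 25% in these data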;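 further: 0% = enzyme with DMSO only and 100% = wells lacking PAFAH1B3 protein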
# PAD4 inh – human PAD4 inhibitors, primary screen, biochemical, fluorescence polarization, 1536-well format; Protein-arginine deiminase type-4 (Homo sapiens), Q9UM07; recombinant PAD4, RCA probe fluorescence polarization; inhibition, % at 6.36 µM; 330,000 tested, 0.41% active; AID 485272, 2010;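 active means percent inhibition above a cutoff equal to the mean of all tested compounds plus 3 SD, cut at about 15% in these data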;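 further: 0% = PAD4 with RCA probe and DMSO and 100% = probe without PAD4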
# GSTO1 counter – inhibitors of recombinant GSTO1, primary screen, counter-screen for RBBP9 inhibitor project, biochemical, fluorescence polarization | inhibition, % at 5.96 µM | Glutathione S-transferase omega-1 (Homo sapiens), P78417 | AID 1974, 2009 | activity-based probe fluorescence polarization | 300,000 tested, 1.1% active;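 active means inhibition above the campaign mean inhibition plus 3 SD, cut at about 35% in these data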;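 further: 0% = GSTO1-1 with DMSO and 100% = wells lacking GSTO1-1 enzyme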
# Target sequence (P78417 whole entry, looked up): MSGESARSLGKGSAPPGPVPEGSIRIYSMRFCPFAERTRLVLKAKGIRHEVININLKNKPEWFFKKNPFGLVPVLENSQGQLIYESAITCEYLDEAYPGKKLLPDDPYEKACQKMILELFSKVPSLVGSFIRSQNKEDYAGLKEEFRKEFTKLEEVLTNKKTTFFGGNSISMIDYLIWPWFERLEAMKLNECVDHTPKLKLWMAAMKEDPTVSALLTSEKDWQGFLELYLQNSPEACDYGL
# Starred values were filed as active, the others as inactive; · = not tested or not shown. The list is partial; count on the stated rates, not on these rows.
SMILES,PAFAH1B2 FP inh,LYPLA1 counter,PREPL inh,PAFAH2 FP inh,pPAFAH FP inh,LYPLA2 counter,PAFAH1B3 inh,PAD4 inh,GSTO1 counter
N#Cc1ccc(C23CC4(C2)[C@H](CN(Cc2ccc(C(F)(F)F)cc2)[C@@H]4c2ccccc2)C3c2ccccc2)cc1 (some centres not stated),0,-5,-48,-8,-4,-11,9,2,12
COCC(=O)Nc1cccc(C(F)(F)F)c1,1,1,5,1,8,8,0,1,2
O=C(Nc1cccc2ccccc12)N1CCN(Cc2ccccc2)CC1,3,3,-53,5,2,-2,6,-5,-7
Nc1c(Cl)cc(-c2[nH]c3cc(C(=O)NCCO)ccc3c(=O)c2O)cc1Cl,26*,-21,19,-27,19,-26,36*,-2,0
Cc1nn(-c2ccccc2)c(Cl)c1/C=C(\C#N)C(=O)NC(C)C,0,2,4,4,6,3,-6,1,3
O=C(NC1CCCC1)C(c1ccco1)N(C(=O)c1csnn1)c1ccccc1 (configuration not stated),3,-3,-5,4,6,-7,3,0,2
CCc1ccccc1N(C(=O)c1snc(C(N)=O)c1N)C(C(=O)NCC1CCCO1)c1c[nH]c2ccccc12 (configuration not stated),4,-4,21,-7,-5,-10,7,-5,-3
O=C1C2CCCN2C(c2ccccc2F)N1c1ccc(F)cc1 (configuration not stated),2,-1,-1,-3,1,-3,10,0,-1
CCOC(=O)CC1C(=O)NCCN1C(=S)NC(=O)c1ccccc1OC (configuration not stated),1,-1,3,0,2,0,2,0,5
CCNC(=O)C1CC(=O)N(Cc2ccc3c(c2)OCO3)C(=Nc2ccc(F)cc2)S1 (configuration not stated),4,-2,3,1,-7,1,8,-5,-1
OCCC1CN(Cc2nc(-c3ccccc3)cs2)CCN1CCc1ccccc1 (configuration not stated),4,3,13,6,5,2,5,0,-3
O=C1C2CCCN2C(c2ccccc2)N1c1ccc(Cl)cc1 (configuration not stated),6,1,2,-8,3,8,-1,-1,6
Cc1ccc(C(=O)C[n+]2cccc3ccccc32)cc1,1,3,7,2,2,1,0,-11,-4
Cc1ccc(-c2noc(CN3CCCCC3)n2)cc1,-1,5,5,-4,6,8,2,-6,2
CC(C)n1cnc2c(NCc3ccccc3)cc(N[C@H](C)CO)cc21,12,·,61*,18,10,·,43*,46*,·
CCCNC1=CC(=O)CC(C)(C)C1,0,-1,-2,-4,-8,-8,6,-7,-2
C#CCOCCOCCOCCNc1nc(N2CCN(C(=O)[C@H](CCC(=O)O)n3cc(C(N)CO)nn3)CC2)nc(N2CCN(C(=O)[C@H](Cc3ccc(O)cc3)n3cc(C(N)[C@H](C)CC)nn3)CC2)n1 (some centres not stated),·,3,-8,·,-5,5,·,-4,4
CN(C(=O)c1ccc(F)cc1)c1ccc(OCC(=O)Nc2ccccc2C(=O)O)cc1,11,·,6,5,-2,·,2,-5,·
COc1ccc(S(=O)(=O)CCC(=O)NCCc2ccc(C)cc2)cc1,4,-1,-17,5,0,-2,6,-3,-4
COc1ccc(C(C)NC(=O)C2CCCC2)cc1OC (configuration not stated),1,1,-2,-1,8,1,0,-4,-8
C=CCOc1ccc(CNCc2cccnc2)cc1OCC,0,2,-4,4,2,2,0,1,0
NC1CCN(c2cccc(Cl)n2)CC1,·,-1,1,·,-1,6,·,4,4
O=C(c1ccncc1)N1N=C(c2ccc(Cl)cc2)CC1c1ccccc1O (configuration not stated),7,0,-16,0,4,5,0,-5,-7
CC1Cc2ccccc2N1C(=O)COC(=O)/C=C/c1cccc(F)c1 (configuration not stated),1,-3,16,10,2,-2,1,-8,·
CCC1CCCCN1S(=O)(=O)c1ccc(NC(=O)C2CCCO2)cc1 (configuration not stated),3,3,-2,-26,3,3,5,-2,0
CC(C)c1cc(C(=O)N/N=C/c2ccco2)n[nH]1,1,-2,4,5,4,4,4,3,-3
CC(=O)c1ccc(NC(=O)CSc2nnc(Cn3c(=O)sc4ccccc43)n2C)cc1,8,4,-1,3,2,1,2,-1,1
CN1c2ccsc2/C(=N/Nc2ccccc2)CS1(=O)=O,1,-3,48*,9,9,3,6,-6,13
COc1ccc(NC(=S)N(Cc2ccccn2)Cc2ccccc2Cl)cc1,4,-2,-4,5,-2,3,4,3,5
CC(=O)Nc1ccc(NC(=O)c2ccc(COc3ccc(C)cc3)o2)cc1,2,-5,4,7,-1,-10,0,-4,4
O=C(OCC(=O)N(Cc1ccccc1)Cc1ccccc1)c1ccccc1O,6,-7,-8,4,5,-5,10,3,·
O=C(CN1C(=O)NC2(CCCC2)C1=O)Nc1nc2c(F)cc(F)cc2s1,3,-1,19,-2,2,-3,10,-3,-10
Cc1ccc(-n2cccc2C(=S)N=P(N(C)C)(N(C)C)N(C)C)cc1,11,0,44*,8,-5,0,8,-4,7
CC(C)n1cc(CN2CCCC(CO)(Cc3cccc(Cl)c3)C2)cn1 (configuration not stated),4,-1,-6,0,6,-2,3,1,1
COc1cc(OC)cc(OC(=O)C2CCN(C(=O)c3ccc(Cl)cc3)CC2)c1,4,-2,9,-2,11,18,-2,-3,·
O=C(C1=C[C@H](c2csc3ccccc23)C[C@H](OCc2ccc(CO)cc2)O1)N1CCCCCCC1,·,-5,17,·,4,-9,·,0,-3
Cc1ccc(N(C(=O)c2snc(C(N)=O)c2N)C(C(=O)NCC2CCCO2)c2c[nH]c3ccccc23)cc1 (configuration not stated),2,-4,5,-10,-1,-3,6,-2,-2
Cc1ccc(C(=O)Nc2ccccn2)cc1S(=O)(=O)N1CCOCC1,5,-2,-5,13,1,-3,11,-2,3
O=C(CNC(=S)N(CCCN1CCOCC1)Cc1cccs1)NC1CCCCC1,2,2,-1,-4,5,11,1,-1,-3
CC1Cc2ccccc2N1C(=O)CSCC(=O)O (configuration not stated),9,2,19,8,-3,-4,4,5,3
CN(CCO)C(=O)c1ccc(-c2nn(C)c(=O)c3ccccc23)cc1,3,-3,2,5,3,1,6,0,1
COc1ccccc1N1CCN(C(=O)C(F)F)CC1,0,-1,0,3,4,-3,-4,-6,5
Cc1ccccc1NC(=O)C(C)SCc1ccccc1 (configuration not stated),7,2,1,13,3,-3,17,-3,-1
Cc1ccc(C(=O)N2CCN(S(=O)(=O)N3CCOCC3)CC2)cc1,9,-2,16,1,4,1,0,-1,11
CCN1CCN(CCCNC(=O)CCc2nc(-c3ccc(OC)cc3)no2)CC1,2,-3,-5,5,-3,7,-8,0,6
CC/S(CC1CC1(Cl)Cl)=N\S(=O)(=O)c1ccc(C)cc1 (configuration not stated),8,-1,16,-8,3,6,10,-1,2
O=C(CSc1nc2ccccc2c(=O)n1-c1ccc(F)cc1)Nc1ccc2c(c1)CCC2,-3,-8,0,-9,-2,-13,-9,-4,1
CCC(C)[C@H](NC(=O)C1CC(=O)N(c2ccc3c(c2)OCCO3)C1)C(=O)NC1CCCC1 (some centres not stated),-1,-1,0,-2,6,-3,2,2,-1
O=S(=O)(c1cccc(Cl)c1)N1CCC(c2nc3ccccc3[nH]2)CC1,2,0,-3,-11,6,-2,-1,-4,-2
O=C(c1ccc([N+](=O)[O-])cc1[N+](=O)[O-])N1CCCC1,0,1,-4,-3,3,2,3,-3,6
# Other compounds follow.
SMILES,PAFAH1B2 FP inh,LYPLA1 counter,PREPL inh,PAFAH2 FP inh,pPAFAH FP inh,LYPLA2 counter,PAFAH1B3 inh,PAD4 inh,GSTO1 counter
O=C(c1ccccc1)c1ccc(Oc2ccc(C(=O)O)c(C(=O)O)c2)cc1,2,2,2,5,6,2,6,1,1
Cc1cc(NC(=O)CCCN2C(=O)/C(=C/c3ccccc3Cl)SC2=S)no1,-8,2,8,-3,2,6,-12,-6,-1
CC(C)[C@H](NC(=O)N1CCn2c1nc1ccccc12)C(=O)NCc1ccc2c(c1)OCO2,-1,-2,3,-3,5,0,7,5,-1
Cn1c(N)c(C(=O)CSc2nc3ccccc3c(=O)n2CCCN2CCOCC2)c(=O)n(C)c1=O,1,-1,2,-2,2,2,7,1,7
O=S(=O)(c1ccc(Cl)cc1)N1CCN(C(=S)Nc2ccc(F)c(Cl)c2)CC1,19,0,-9,-11,5,-3,0,9,0
Cc1cc(Cl)c(S(=O)(=O)N2CCN(c3ccc(F)cc3)CC2)cc1OCC(N)=O,7,-1,-44,-1,-2,4,9,-1,0
CCCc1nc(NCc2ccc3c(c2)OCO3)c2nnn(Cc3ccccc3Cl)c2n1,-1,1,-2,1,2,-3,8,-3,13
CCOc1ccccc1/C=N/NC(=O)c1cccc(Cl)c1,4,1,3,0,1,-1,-4,-1,0
O=C(COC(=O)CSc1nnc(-c2ccc(Cl)cc2)o1)Nc1cc(Cl)ccc1Cl,3,6,9,2,1,8,8,0,-4
COc1ccc2[nH]c(=O)c(CN(CCN(C)C)C(=O)NCc3ccccc3)cc2c1,4,1,-2,-2,2,2,3,4,1
COC(=O)N1CN(C(=O)OC)CN(C(=O)OC)C1,5,-1,5,-6,5,1,4,-2,-1
CN1CCN(C(=S)Nc2cc(S(=O)(=O)N3CCOCC3)ccc2Cl)CC1,2,0,11,7,0,-1,-1,0,3
O=C1Nc2ccccc2C1(O)c1ccccc1O (configuration not stated),2,0,8,-7,-6,-8,6,-3,6
CCOC(=O)CNC(=O)CSc1nc2cccnc2n1Cc1ccccc1,6,1,-7,1,1,4,-2,1,10
COC(=O)c1ccc(NC(=O)COc2ccc([N+](=O)[O-])cc2)cc1,2,0,-1,7,8,9,13,7,2
Cc1cnc(CN(C)Cc2nc(Cc3cccc(C(F)(F)F)c3)no2)[nH]1,0,6,7,-2,3,0,15,-1,11
CN1CCN(C(=O)c2ccc3c(c2)OCCO3)CC1,6,0,0,5,3,-5,15,1,0
CN(CC(=O)Nc1ccc(F)cc1)C(=O)c1cc([N+](=O)[O-])ccc1N1CCOCC1,-1,2,16,11,-5,-4,6,-3,-11
CC(C#N)N1CCN(S(=O)(=O)c2ccc3c(c2)CCC3)CC1 (configuration not stated),0,-5,-1,-3,3,-3,8,3,·
Cc1cc(-c2cc(C(=O)NCc3ccccc3)on2)nc(NCC2CC2)n1,1,-1,-5,-3,7,1,3,-5,-1
COc1ccc(NC(=O)C2(c3cccs3)CCOCC2)cc1,8,3,2,0,0,-1,2,-3,14
O=C(CSc1ncccc1-c1nc2ccccc2[nH]1)N1CCN(c2ccccc2F)CC1,0,-9,15,-3,6,-7,-2,-8,-3
CC(C)(CO)Nc1ccc([N+](=O)[O-])cc1[N+](=O)[O-],-2,1,15,2,-2,4,2,-2,3
O=C(CN1CCOCC1)Nc1ccc(OC(F)(F)F)cc1,6,1,1,1,0,2,4,-6,1
COc1cc(OC)cc(C(=O)Nc2cc(-c3cn4cccnc4n3)ccc2C)c1,-3,-2,-1,-4,1,-3,6,1,6
CCCn1ncc(/C=N/O)c1C,·,1,1,·,4,-1,·,1,4
COc1ccc2nc(/C=N/NC(=O)[C@H](C)NC(=O)OC(C)(C)C)ccc2c1,·,6,-1,·,-3,3,·,-5,-2
Cc1ccc(C(=O)c2ccc(C)cc2)cc1,9,-3,-4,-5,-2,1,3,10,0
